GSK3beta inhib = human GSK3beta kinase inhibitors, primary screen, biochemical, cell-free homogeneous, HTS. Glycogen synthase kinase-3 beta (Homo sapiens), P49841. GST-GSK3beta kinase, ADP-Glo luminescence, 60 min; hits give low values. activity score (negative = inhibition), % at 10 µM. 300,000 tested, 0.038% active;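 active = more than half of replicate wells score below -50%, meaning over 50% inhibition versus plate controls; inconclusive = some replicates but at most half score below -50%; inactive = no replicate scores below -50%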;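 note: 0% = median DMSO wells and -100% = median GW8510 positive control wells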
Target sequence (P49841 whole entry, looked up): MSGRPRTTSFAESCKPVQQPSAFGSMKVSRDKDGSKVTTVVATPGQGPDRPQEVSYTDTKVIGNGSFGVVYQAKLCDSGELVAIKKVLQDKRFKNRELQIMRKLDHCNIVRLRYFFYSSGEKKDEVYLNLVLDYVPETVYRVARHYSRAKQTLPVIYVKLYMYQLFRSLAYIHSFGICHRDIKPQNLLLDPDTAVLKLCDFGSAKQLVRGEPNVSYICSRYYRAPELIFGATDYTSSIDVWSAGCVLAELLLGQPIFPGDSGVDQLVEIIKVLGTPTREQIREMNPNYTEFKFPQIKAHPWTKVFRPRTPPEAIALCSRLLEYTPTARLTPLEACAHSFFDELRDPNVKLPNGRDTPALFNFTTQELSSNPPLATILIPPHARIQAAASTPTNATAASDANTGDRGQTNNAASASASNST
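Assay system: GST-fused GSK3beta enzyme, cell-free / Medium: Tris pH 7.5 buffer with MgCl2, DTT, BSA, heparin / Also added: peptide substrate plus 25 µM ATP (final) / Compound: 10 µM single point / Timing: kinase reaction with compound 60 min at room temperature / Detection: ADP-Glo luminescence / Benchmarks: DMSO neutral wells and GW8510 at 20 µM as positive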
HSF1 inh = HSF1 inhibitors in luciferase reporter cells, primary screen, cell-based, NIH3T3, luminescence | NIH3T3-HGL HSE-luciferase, MG132-induced, luminescence 8 h; hits give low values | activity change, negative = inhibition, % at 7.5 µM (by protocol) | 300,000 tested, 0.77% active;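 active = more than half of replicate wells show activity change below -50%, luminescence cut by over half; inconclusive = some wells, but at most half, below -50%; inactive = no replicate well below -50%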;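 note: luciferase reports HSF-1 transcriptional activity via heat shock element; 0% = median of DMSO wells and -100% = zero luminescence signal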
GSK3A inh = blockers of GSK3A enzyme activity – biochemical, luminescence, cell-free homogeneous, HTS, primary screen; GSK-3 alpha kinase, ADP-Glo luminescence, 60 min; Glycogen synthase kinase-3 alpha (Homo sapiens), P49840; AID 2650, 2010; inhibition, % at 10 µM; 320,000 tested, 0.1% active;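 in the data active = inhibition above about 50%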;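 note: GST-tagged GSK-3 alpha with peptide substrate and 25 µM ATP; 0% = DMSO neutral wells and 100% = GW8510 positive control wells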
Target sequence (P49840 whole entry, looked up): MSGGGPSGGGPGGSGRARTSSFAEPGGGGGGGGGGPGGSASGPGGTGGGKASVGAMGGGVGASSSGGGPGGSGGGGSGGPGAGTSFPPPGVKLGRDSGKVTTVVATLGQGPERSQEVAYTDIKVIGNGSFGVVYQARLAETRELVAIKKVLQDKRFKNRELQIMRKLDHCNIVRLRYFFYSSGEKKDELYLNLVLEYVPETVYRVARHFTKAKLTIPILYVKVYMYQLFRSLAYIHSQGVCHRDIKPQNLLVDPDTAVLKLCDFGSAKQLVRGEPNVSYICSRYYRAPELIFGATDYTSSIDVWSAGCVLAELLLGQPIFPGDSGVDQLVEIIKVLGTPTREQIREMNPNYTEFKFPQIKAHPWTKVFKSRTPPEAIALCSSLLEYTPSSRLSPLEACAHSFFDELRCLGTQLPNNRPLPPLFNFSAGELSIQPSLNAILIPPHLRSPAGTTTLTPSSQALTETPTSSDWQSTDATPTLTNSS
AI-2 QS mod = Vibrio harveyi AI-2 quorum sensing modulators, primary screen, JMH597 strain, luminescence/OD600 ratio; Vibrio harveyi JMH597 AI-2 luminescence/OD600 ratio, 9 h; hits give low values; strain lacks LuxN and CqsS sensors; 0 = neutral-control median; activity change, % at 7.5 µM; 300,000 tested, 0.4% active; AID 2094, 2009; in the data active = activity change below about -75%, passing the limit was not always enough; inconclusive = no clear call, values can overlap the other calls;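 note: luminescence divided by OD600 gain over 9 h not by final OD600 alone; inactives centre near 13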
IEC-6 cytotox = cytotoxicity in IEC-6 intestinal epithelial cells, primary screen, cytotoxicity control for KLF5 inhibitor project, cell-based, luminescence; IEC-6 cytotoxicity, luminescence viability; inhibition, % at 5 µM; 290,000 tested, 0.78% active; in the data active = inhibition above about 22%;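 note: 0% = plate median of test compound wells and 100% = cytotoxic reference compound wells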
HSF-1 act = HSF-1 activators, primary screen, NIH3T3-HGL cells, MG132 stress, luminescence, single point. activation, % at 9 µM. NIH3T3-HGL HSF-1 luciferase reporter, 8 h; 100% = twice DMSO control signal. 300,000 tested, 1.7% active;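 active = mean replicate activation of at least 50% with a set share of replicates each reaching 50%; inconclusive = only one of those two conditions met; inactive = mean below 50% and too few replicates reaching it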;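 note: 0% = median of the neutral control wells and 100% = twice that signal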
HSP90 refold inh = HSP90 inhibitors, primary screen, cell lysate, luminescence | Heat shock protein HSP 90 (rabbit reticulocyte lysate; luciferase refolding) | 290,000 tested, 0.91% active | Rabbit reticulocyte lysate, luciferase refolding luminescence, 3 h | inhibition, % at 5.6 µM | AID 1789, 2009;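 active = inhibition above the screen-wide mean plus 3 SD, computed separately per campaign, cut at about 16% in these data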;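 note: 0% = DMSO wells and 100% = 60 µM geldanamycin wells; inhibitors lower the luminescence because luciferase stays unfolded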
KLF5 inh = KLF5 expression inhibitors, primary screen, DLD-1 cells, luminescence | DLD-1 KLF5 promoter-luciferase reporter | inhibition, % at 5 µM | 290,000 tested, 0.23% active | AID 1700, 2009;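 active = inhibition above a per-plate limit of that plate's mean compound inhibition plus 3 SD, cut at about 60% in these data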;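 note: 0% = DMSO wells and 100% = LY294002 at 200 µM; higher means less KLF5 promoter-driven luciferase light; inactives centre near -14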
aSyn 5UTR inh = MLPCN primary screen, SNCA 5' untranslated region | 300,000 tested, 0.82% active | alpha-synuclein 5'UTR reporter, inhibitor activity | inhibition, % (tested at 7.5 µM); in the data active = inhibition above about 60%; inconclusive = no clear call, values can overlap the other calls;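 note: H4 neuroglioblastoma cells stably carrying SNCA 5'UTR luciferase fusion; 0% = DMSO wells and 100% = positive control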
PolyA inhibitor = polyadenylation inhibitors in yeast reporter cells, primary screen, luminescence, S. cerevisiae; AID 1875, 2009; 300,000 tested, 0.02% active; calls only at 12 µM; S. cerevisiae SKY197-pL101 polyadenylation reporter, beta-gal luminescence; efflux-impaired pdr1/pdr3 knockout yeast; score 100 = 6 SD above DMSO;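 active = lowest replicate activity score at least 50, where 100 means six control SD above control mean; inconclusive = lowest score under 50 but half or more replicates reach 50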;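 note: yeast exposed to compound for 9 h at 30 °C; higher score means more reporter readthrough which indicates perturbed polyadenylation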
Starred values were filed as active, the others as inactive; i = inactive; ? = inconclusive; . = no result given. An excerpt (hit frequency here may not be typical).

smiles | GSK3beta inhib | HSF1 inh | GSK3A inh | AI-2 QS mod | IEC-6 cytotox | HSF-1 act | HSP90 refold inh | KLF5 inh | aSyn 5UTR inh | PolyA inhibitor
COc1cc(O)c(C(CCN2CCCCC2)c2ccc3c(c2)OCO3)c(OC)c1 (stereo unspecified) | 1 | 0 | -4 | -4 | . | 6 | . | . | 20 | i
CCN(c1ccc(OC)cc1)S(=O)(=O)c1ccc2c(c1)CCN2C(=O)CCC(=O)O | -3 | 1 | -4 | 35 | 3 | -5 | 5 | -10 | 21 | i
O=C(NCCc1ccccc1)C(c1cccs1)N(C(=O)CCl)c1ccc(Cl)cc1 (stereo unspecified) | 1 | -95* | 2 | 23 | -1 | -96 | 1 | 15 | -20 | i
O=C(O)c1ccccc1C(=O)OCc1ccccc1 | 1 | -2 | -3 | 18 | 4 | 6 | 6 | -13 | 11 | i
Cc1ccc(/C=N/NC(=O)c2nnn(-c3nonc3N)c2C(C)C)s1 | 2 | -1 | -1 | 17 | 2 | -12 | 2 | -55 | -19 | i
CC(C)(C)C(=O)Nc1ccc(N2CCCC2)cc1 | 0 | -14 | -1 | 42 | -3 | 5 | 5 | -1 | -40 | i
O=C(NC1CCCC1)C(c1ccsc1)N(CCc1ccccc1)C(=O)Cc1cccs1 (stereo unspecified) | 4 | . | 0 | 23 | -2 | . | 2 | 0 | -13 | i
NC12CC3CC(C1)CC(CC(=O)O)(C3)C2 | 4 | -9 | 4 | 13 | -1 | -12 | -3 | -22 | 7 | i
COc1ccc2[nH]c(O)c(NC(C)=O)c2c1 | 0 | 2 | 0 | 18 | -4 | 4 | -2 | -14 | 11 | i
COc1cc(/C=C/C(=O)N2C(=O)c3cccc(N)c3C2=O)cc(OC)c1OC | 4 | 96 | -2 | 2 | -5 | 130* | -4 | -7 | -27 | i
O=C(OCC(=O)N1CCN(C(=O)c2ccco2)CC1)c1cc(-c2ccc(F)cc2)nc2ccccc12 | -3 | -2 | -2 | 31 | 1 | 17 | 2 | -44 | -28 | i
CCOc1c(Cl)cc(CNc2ccc(S(N)(=O)=O)cc2)cc1OC | 0 | 3 | -4 | 23 | 3 | 0 | 4 | 12 | 23 | i
COc1ccc(C2SCCN2S(=O)(=O)c2ccc(NC(C)=O)cc2)cc1OC (stereo unspecified) | . | -4 | -1 | . | -7 | 5 | -3 | 3 | 7 | i
CCOc1ccc(N2CC(C(=O)NNC(=O)c3ccc(Br)cc3)CC2=O)cc1 (stereo unspecified) | 0 | -7 | 0 | -9 | . | -6 | . | . | 33 | i
COc1ccc(NS(=O)(=O)c2ccc(N3C(=O)CCC3=O)cc2)cc1 | 2 | -8 | -2 | 14 | -3 | -19 | -1 | -25 | 25 | i
C=CCN(C(=O)Cn1c(C(=O)OC)cc2oc(C)cc21)c1ccccc1 | -5 | -3 | 5 | 7 | -1 | 20 | -2 | -8 | -6 | i

For reference, part of the list above:
smiles | GSK3beta inhib | HSF1 inh | GSK3A inh | AI-2 QS mod | IEC-6 cytotox | HSF-1 act | HSP90 refold inh | KLF5 inh | aSyn 5UTR inh | PolyA inhibitor
COc1ccc2[nH]c(O)c(NC(C)=O)c2c1 | 0 | 2 | 0 | 18 | -4 | 4 | -2 | -14 | 11 | i
COc1cc(/C=C/C(=O)N2C(=O)c3cccc(N)c3C2=O)cc(OC)c1OC | 4 | 96 | -2 | 2 | -5 | 130* | -4 | -7 | -27 | i

Next part:
smiles | GSK3beta inhib | HSF1 inh | GSK3A inh | AI-2 QS mod | IEC-6 cytotox | HSF-1 act | HSP90 refold inh | KLF5 inh | aSyn 5UTR inh | PolyA inhibitor
O=C(Nc1cccc(Cl)c1N1CCOCC1)c1ccc(Br)o1 | 4 | -7 | 3 | 16 | -1 | 15 | -4 | -25 | -41 | i
COCC(=O)N1CCC(Oc2ccc(C(=O)NC3CCOC(C)(C)C3)cc2)CC1 (stereo unspecified) | 0 | 0 | 16 | 15 | 0 | 2 | -2 | -1 | -7 | i
CC(=O)Nc1cccc(NC(=O)CSc2nnnn2C(C)C)c1 | 3 | -1 | 0 | 2 | 9 | 4 | 3 | -3 | -18 | i
CC1CN(c2ccnc3cc(Cl)ccc23)CC(C)O1 (stereo unspecified) | -1 | -1 | -1 | 24 | -3 | -8 | -1 | -24 | 28 | i
CCOc1ccc(N(Cc2ccc(OC)cc2)C(=O)c2ccco2)cc1 | 2 | 1 | . | 24 | 1 | 10 | -1 | -3 | -6 | i
N#C/C(=C\c1ccc(O)cc1)C(=O)NCc1ccccc1 | 2 | -1 | -1 | -7 | 10 | -9 | 5 | -3 | 1 | i
Cc1ccc(S(=O)(=O)/C(C#N)=C/c2c(N3CC(C)OC(C)C3)nc3c(C)cccn3c2=O)cc1 (stereo unspecified) | 3 | -8 | -2 | 10 | 0 | -22 | 6 | -18 | 0 | i
COc1ccc(OC)c(C(=O)c2oc3ccccc3c2NC(C)=O)c1 | -1 | 4 | -1 | 0 | -3 | -2 | -1 | -23 | 6 | i
COC(=O)N1CCc2c(sc(NC(=O)C3COc4ccccc4O3)c2C(N)=O)C1 (stereo unspecified) | 5 | 26 | 2 | 19 | . | 44 | . | . | -137 | i
Cc1cc(OCc2ccc(C(=O)Nc3ccc(C(=O)O)cc3)o2)ccc1Cl | 9 | 1 | -3 | 11 | 2 | -1 | 1 | -46 | 32 | i
Fc1ccc(-c2nn(-c3ccccc3)cc2CNCc2ccccc2)cc1 | 0 | 13 | 1 | 12 | 3 | 20 | 2 | -1 | 4 | i
O=C(NCc1ccco1)c1cccc(NS(=O)(=O)c2cccc(F)c2)c1 | 0 | -5 | 0 | 7 | -1 | 2 | 2 | -18 | 11 | i
O=C(NCCN1CCOCC1)c1ccccc1Oc1ccccc1 | 2 | -16 | -6 | 4 | -10 | -27 | -1 | -16 | 13 | i
CCC(=O)Nc1ccc(NC(=S)NC(=O)c2oc3ccccc3c2C)cc1 | 3 | -1 | -3 | 29 | -10 | -10 | -3 | -1 | 11 | i
NC(=O)[C@H]1CC2(CC(c3cccc(NC(=O)[C@H]4CCC(=O)N4)c3)=NO2)CN1C(=O)c1ccccc1 (stereo partly specified) | 3 | 1 | -1 | 19 | . | 1 | . | . | -17 | i
CC(C)C(NC(=O)/C(=C/c1ccco1)NC(=O)c1ccc(Br)o1)C(=O)O (stereo unspecified) | 0 | -5 | 1 | 6 | -3 | -1 | 7 | -13 | 6 | i
O=C1CN(C(=O)NCC(=O)N[C@H](Cc2ccccc2)C(=O)O)c2ccccc2N1 | 1 | 0 | 8 | 5 | 1 | 5 | -4 | -37 | 13 | i
CN1CCN(C(CNC(=O)C(=O)Nc2ccc3c(c2)OCCO3)c2ccc(F)cc2)CC1 (stereo unspecified) | 2 | -10 | -1 | 15 | . | -6 | . | . | -12 | i
CCCCC(=O)Nc1cccc(-c2nc3ncccc3o2)c1 | -6 | -4 | -3 | 30 | -1 | 12 | 5 | -34 | 28 | i
COc1cc(C)c(C(C)C)cc1S(=O)(=O)NCCCn1ccnc1 | 3 | 1 | -2 | 8 | -2 | 17 | 3 | 3 | 0 | i
COC(=O)Cc1c(C)nc(SCc2ccccc2)[nH]c1=O | 0 | 5 | 0 | 10 | -5 | 8 | -7 | -57 | -8 | i
CCc1nc(SCC(=O)N2CCOCC2)c2c(=O)n(C)c(=O)n(C)c2n1 | 2 | -1 | 2 | 28 | -2 | -15 | -2 | -8 | 13 | i
CCCC(=O)n1nc(-c2ccc(OC)cc2)nc1N | -1 | 0 | -1 | 24 | -4 | 2 | -6 | -39 | -10 | i
COc1ccc(N2CCN(CC(O)c3c[nH]c4ccc(OC)cc34)CC2C)cc1 (stereo unspecified) | -1 | -3 | -4 | 6 | 6 | 7 | 1 | -27 | 15 | i
Cc1ccc(S(=O)(=O)NCCC2=CCCCC2)cc1C(N)=O | 2 | -5 | -3 | 31 | 2 | -3 | -3 | -39 | 1 | i
COc1ccc(NC(=O)CN(C)CC(=O)Nc2ccc3c(c2)CCC3)cc1 | -3 | -45 | -2 | 14 | 6 | -57 | 3 | 4 | 26 | i
CCCCN1C(=O)N(C)C2NC(=S)NC21 (stereo unspecified) | 0 | -4 | -3 | 10 | -1 | -5 | 4 | -10 | 16 | i
O=C(N/N=C/c1cc(Cl)ccc1O)c1ccncc1 | -1 | -2 | 7 | ? | 3 | -4 | -3 | 70* | -2 | i
CCn1c(SCC(=O)Nc2ccccc2OC)nnc1-c1cnccn1 | 3 | -3 | -1 | 29 | 4 | 7 | -1 | 2 | 28 | i
CC1CCC2C(C1)Nc1c(C(=O)O)cccc1C2(C)C (stereo unspecified) | 1 | 4 | -3 | 2 | -3 | 5 | -4 | -9 | 13 | i

Of the compounds above, six contain a Cl atom.
smiles | GSK3beta inhib | HSF1 inh | GSK3A inh | AI-2 QS mod | IEC-6 cytotox | HSF-1 act | HSP90 refold inh | KLF5 inh | aSyn 5UTR inh | PolyA inhibitor
O=C(NCCc1ccccc1)C(c1cccs1)N(C(=O)CCl)c1ccc(Cl)cc1 (stereo unspecified) | 1 | -95* | 2 | 23 | -1 | -96 | 1 | 15 | -20 | i
CCOc1c(Cl)cc(CNc2ccc(S(N)(=O)=O)cc2)cc1OC | 0 | 3 | -4 | 23 | 3 | 0 | 4 | 12 | 23 | i
O=C(Nc1cccc(Cl)c1N1CCOCC1)c1ccc(Br)o1 | 4 | -7 | 3 | 16 | -1 | 15 | -4 | -25 | -41 | i
CC1CN(c2ccnc3cc(Cl)ccc23)CC(C)O1 (stereo unspecified) | -1 | -1 | -1 | 24 | -3 | -8 | -1 | -24 | 28 | i
Cc1cc(OCc2ccc(C(=O)Nc3ccc(C(=O)O)cc3)o2)ccc1Cl | 9 | 1 | -3 | 11 | 2 | -1 | 1 | -46 | 32 | i
O=C(N/N=C/c1cc(Cl)ccc1O)c1ccncc1 | -1 | -2 | 7 | ? | 3 | -4 | -3 | 70* | -2 | i

Screening data as filed in PubChem.
